Mtb RmlCD inh = M. tuberculosis RmlC/RmlD coupled enzyme inhibitors, primary screen, biochemical, compound mixtures, 384-well, from 1536-well plates. RmlC+RmlD coupled enzyme assay, percent inhibition; primary screen in compound mixtures. AID 1533, 2009. inhibition, % at 3.6 µM. dTDP-4-dehydrorhamnose reductase (Mycobacterium tuberculosis (strain ATCC 25618 / H37Rv)) …. hit rate 0.03% among 160,000; in the data active = inhibition mostly above about 34%, no sharp cut-off; also: some results filed as inactive read as strong as hits
Target sequence (P9WH09 whole entry, looked up): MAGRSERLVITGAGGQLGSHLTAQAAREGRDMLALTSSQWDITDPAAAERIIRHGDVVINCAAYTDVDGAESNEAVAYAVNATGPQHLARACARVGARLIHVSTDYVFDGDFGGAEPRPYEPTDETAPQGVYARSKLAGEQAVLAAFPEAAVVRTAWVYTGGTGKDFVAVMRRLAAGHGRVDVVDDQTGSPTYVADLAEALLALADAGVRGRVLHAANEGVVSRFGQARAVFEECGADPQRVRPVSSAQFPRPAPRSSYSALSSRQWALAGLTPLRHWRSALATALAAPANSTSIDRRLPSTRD
Target sequence (P9WH11 whole entry, looked up): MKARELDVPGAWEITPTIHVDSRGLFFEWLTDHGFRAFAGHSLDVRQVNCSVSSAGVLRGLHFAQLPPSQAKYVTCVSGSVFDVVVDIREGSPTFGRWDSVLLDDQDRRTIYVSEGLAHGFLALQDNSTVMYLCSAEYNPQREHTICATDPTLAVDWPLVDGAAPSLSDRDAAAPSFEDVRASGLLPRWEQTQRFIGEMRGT
GlmU inhibition = inhibition of mycobacterial GlmU enzyme – biochemical, glucosamine-1-phosphate acetyltransferase (AID 1376); hit rate 0.25% among 220,000; one-dose inhibition, %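 (tested at 30 µM in the primary screen)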; IC50 in µM for titrated hits; M. tuberculosis GlmU acetyltransferase enzyme assay; higher % means a stronger effect; Bifunctional protein GlmU (Mycobacterium tuberculosis (strain ATCC 25618 / H37Rv)); in the data active = inhibition above about 13%;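 also: 0% = complete reaction with vehicle and 100% = reaction without substrate; strong numbers were not always called active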
* = called active by the depositor; · = not tested or not shown.

SMILES	Mtb RmlCD inh	GlmU inhibition
CCCOC(=S)NC(=O)c1sc2ccccc2c1Cl	·	-3.4%
Cc1cccc(-n2nc(C)cc2N)c1	·	2.7%
CC(=O)c1ccc(N=C2SCCCN2C(=O)C2CCCCC2)cc1	-16	2.1%
O=C(NCc1ccc2c(c1)OCO2)c1cccc(C(=O)NCc2ccc3c(c2)OCO3)c1	11	-2.3%
CC(CC(=O)O)Nc1ccccc1O (centres undefined)	·	1.1%
CCOc1ccccc1Nc1nnc(SCC(=O)NC(=O)c2cccn2C)s1	-10	-0.6%
c1ccc(-c2ccccc2-c2nc(-c3cccnc3)no2)cc1	8	-0.8%
CC(CC(=O)Nc1nncs1)c1ccccc1 (centres undefined)	·	-0.6%
Oc1ccc(/C=N/NC(=S)Nc2cccnc2)c(O)c1	-4	3.6%
CC(C)C(NC(=O)OC(C)(C)C)C(=O)NC(CCC(=O)OCc1ccccc1)C(N)=O (centres undefined)	7	-1.2%
CCc1ncc(C(O)c2cccc(OC)c2OC)n1C (centres undefined)	9	-4.1%
O=C(Nc1ccccc1)c1ccccc1N=Cc1ccccc1O	-7	-2.0%
CN1C(C(=O)NCc2cccc(Br)c2)CC2Cn3c(nc4cc(Cl)c(Cl)cc43)C21 (centres undefined)	-11	3.4%
Cc1cc(O)c(C=O)c2c1C(=O)Oc1c(CO)c(O)c3c(c1O2)C(O)OC3=O (centres undefined)	2	10%
Cc1cccc(NC(=S)NNC(=S)NCc2ccccc2)c1	-14	2.0%
Cc1cc(C)n(-c2nc3ccccc3s2)n1	-12	-2.6%
CSc1nnc(Nc2ccccc2C)s1	13	1.0%
CC1CC(C)(C)NC(=S)N1CCC(=O)N1c2ccccc2CC1C (centres undefined)	5	3.9%
CCN1CCN(Cc2ccc(NC(=O)c3cc(NC(=O)c4ccc5n[nH]nc5c4)cc(OC)c3)cc2C(F)(F)F)CC1	·	-4.6%
Cc1onc(-c2ccccc2)c1C(=O)NCCN1CCOCC1	·	7.4%
CC(=O)Nc1ccc(OC(F)(F)C(F)F)c(NC(C)=O)c1	5	0.0%
Cc1cnc(C(=O)Nc2nnc(SCc3c(Cl)cccc3Cl)s2)cn1	3	-1.4%
CCOCc1nnc(NC(=O)c2cc(OC)cc(OC)c2)s1	5	0.8%
COc1cc(CNC2CCCC2)c(Br)cc1OC1CCCC1	3	3.0%
COC(=O)c1cc(N2CCN(C)CC2)nc2ccccc12	-9	-1.3%
Cc1cc(C)n2nc(C(=O)OCCOc3ccc(Br)cc3)nc2n1	1	3.2%
CCn1cc(C(=O)O)c(=O)c2cnc(N3CCN(C(=S)NC(=O)c4ccc(Cl)cc4)CC3)nc21	-7	4.9%
COc1ccc(/C=N/NC(=O)c2ccc(Cl)cc2)cc1Cn1cc(Cl)cn1	4	0.8%
N#Cc1c(N)nc2c(c1-c1cccs1)CCCC2	-8	-3.8%
Cc1cc(C)nc(-n2nc(C)c(C3(O)C(=O)Nc4ccccc43)c2N)n1 (centres undefined)	0	-2.8%
COc1ccc(CCNC(=O)C2CC(c3c(Cl)cccc3Cl)=NO2)cc1 (centres undefined)	4	1.1%
COCC(C)NC(=S)N1CCN(c2ccccc2Cl)CC1 (centres undefined)	9	2.2%
CCC(c1nnc(SCC(=O)NCCc2ccc(OC)c(OC)c2)n1Cc1ccccc1)N(C)C (centres undefined)	·	2.6%
O=c1[nH]nnc2sc3c(c12)CCCC3	·	2.0%
CCOC(=O)CN1C(=O)C(O)(CC(=O)c2ccccn2)c2ccccc21 (centres undefined)	5	2.2%
Cc1cnn(-c2nc(-c3cccs3)cc(C(F)(F)F)n2)c1	·	2.4%

Grouped by structure, those above with an NH in an aromatic ring (2)
SMILES	Mtb RmlCD inh	GlmU inhibition
CCN1CCN(Cc2ccc(NC(=O)c3cc(NC(=O)c4ccc5n[nH]nc5c4)cc(OC)c3)cc2C(F)(F)F)CC1	·	-4.6%
O=c1[nH]nnc2sc3c(c12)CCCC3	·	2.0%

The results go on.
SMILES	Mtb RmlCD inh	GlmU inhibition
O=C(c1ccco1)N1CCN(C(=O)C2CCN(S(=O)(=O)c3cnc[nH]3)CC2)CC1	-7	-0.6%
c1ccc(C2CCC3(CC2)Oc2ccccc2C2CC(c4cccnc4)=NN23)cc1 (centres undefined)	-4	6.2%
Cc1ccc(NC(=O)c2nc(C)n(-c3ccc([N+](=O)[O-])cc3)n2)cc1	-10	5.4%
COc1ccc(-n2c(Cc3cccn3C)nnc2SCC(=O)NCc2ccccc2Cl)cc1	-10	6.7%
O=C(NCc1ccc(Cl)cc1)NCc1ccc(Cl)cc1	2	-1.8%
O=C(O)/C=C/C(=O)Nc1ccc(OC(F)(F)Cl)cc1	6	-1.1%
COc1ccc(NC(=O)Nc2cc(C)ccc2F)cc1	4	-0.8%
COc1ccc(CCNC(=O)CSc2ccc(-c3ccco3)nn2)cc1	-12	-5.2%
CCc1ccc(OCCOCC(O)CNC2CCCC2)cc1 (centres undefined)	·	-0.8%
CCN(CC)C(=O)CS(=O)CC(=O)Nc1cc(OCCOC)c(Cl)cc1Cl (centres undefined)	-4	-3.4%
Cc1ccc(Cl)cc1N1CCN(C(=O)CCC(=O)O)CC1	·	2.6%
CCOc1ccccc1C(=O)NCCCN1CCN(CCCNC(=O)c2ccccc2OCC)CC1	·	-1.5%
Cc1cc(C)nc(/N=C(\N)N2CCc3ccccc32)n1	-4	7.5%
Cc1cc(/C=C2\C(=N)N3N=C(C(C)C)SC3=NC2=O)c(C)n1-c1ccccc1	9	3.9%
Fc1cccc2sc(Nc3nc4c(F)cccc4s3)nc12	-7	6.1%
COc1ccc(C2C(=O)N(C3CCCCC3)CC(=O)N2CC2COc3ccccc3O2)cc1 (centres undefined)	·	2.0%
COc1ccc(NC(=O)C2CCCN2C(=O)NCc2ccccc2)cc1 (centres undefined)	-7	-1.6%
NC(=O)C1CCN(Cc2nc3c(Br)cc(Br)cc3c(=O)[nH]2)CC1	2	-4.4%
COc1cc(OC)cc(C(=O)Nc2ccc3c(c2)COC3=O)c1	0	-3.7%
COc1ccc(OC(=O)CCN2C(=O)C3C4C=CC(C4)C3C2=O)cc1 (centres undefined)	-9	1.4%
Cc1ccc(-n2c(N)c(C#N)c(-c3ccc(Cl)cc3)c(C#N)c2=O)cc1	·	2.7%
COc1ccccc1N1CC(C(=O)Nc2ccc3c(c2)OCO3)CC1=O (centres undefined)	-9	3.4%
Cc1c(C(=O)N2CCCC2)sc(NC(=O)c2ccc(Cl)cc2)c1C#N	·	0.1%
COc1cc(/C=C/C(=O)N2CCN(c3n[nH]c(=O)[nH]c3=O)CC2)cc(OC)c1OC	6	1.3%

Structures above that have a CF3 group, in the order listed:
SMILES	Mtb RmlCD inh	GlmU inhibition
CCN1CCN(Cc2ccc(NC(=O)c3cc(NC(=O)c4ccc5n[nH]nc5c4)cc(OC)c3)cc2C(F)(F)F)CC1	·	-4.6%
Cc1cnn(-c2nc(-c3cccs3)cc(C(F)(F)F)n2)c1	·	2.4%

Next entries follow.
SMILES	Mtb RmlCD inh	GlmU inhibition
CCC(C(=O)OC)n1c(-c2ccccc2)nc2ccccc2c1=O (centres undefined)	8	-1.0%
COC(=O)CS(=O)(=O)c1cccc2cccnc12	-10	2.7%
CCCC12CN3CC(C)(CN(C1)C3c1ccc(OC(C)C)cc1)C2=O (centres undefined)	·	-2.2%
Cn1c(=O)c2c(nc(SCc3ccccc3)n2Cc2ccc(Cl)cc2)n(C)c1=O	·	0.2%
COc1ccc(CCNS(=O)(=O)c2cn(C)c(=O)n(C)c2=O)cc1	5	-0.8%
COc1cc2c3c(c1)c(C1=NC(=S)NC1=O)c(O)n3C(C)(C)C=C2C	8	-2.6%
Cc1cc(NC(=O)CN2CCN(S(=O)(=O)c3ccc4ccccc4c3)CC2)no1	3	-2.4%
CCCC1S/C(=N/N=C/c2ccc(OC)cc2)N(Cc2ccccc2)C1=O (centres undefined)	10	1.0%
Cc1ccc(-c2noc(CCC(=O)NC3CCN(Cc4ccccc4)CC3)n2)cc1	-7	-2.3%
COc1ccc(-n2c(C)nc3cc(C(=O)NCc4ccc5c(c4)OCO5)ccc32)cc1	-9	0.0%
CCOC(=O)N1CCN(C(=O)COc2cccc3c2CCN(Cc2ccccc2F)C3=O)CC1	3	4.9%
CCN(CC)C(=O)CSc1nnc(-c2ccccc2)o1	11	1.2%

Looked up by compound from the list above (5):
SMILES	Mtb RmlCD inh	GlmU inhibition
CCOCc1nnc(NC(=O)c2cc(OC)cc(OC)c2)s1	5	0.8%
COc1ccc(OC(=O)CCN2C(=O)C3C4C=CC(C4)C3C2=O)cc1 (centres undefined)	-9	1.4%
CC(=O)Nc1ccc(OC(F)(F)C(F)F)c(NC(C)=O)c1	5	0.0%
CC1CC(C)(C)NC(=S)N1CCC(=O)N1c2ccccc2CC1C (centres undefined)	5	3.9%
CCc1ccc(OCCOCC(O)CNC2CCCC2)cc1 (centres undefined)	·	-0.8%

Following part
SMILES	Mtb RmlCD inh	GlmU inhibition
Cc1cc(C)c2nc(C(F)(F)F)c(C#N)c(N)c2c1	6	-1.1%
CCOC(=O)c1sc(NC(C)=O)cc1C	-8	1.3%
COc1ccc(NC(=O)CN(C)CC(=O)Nc2ccccc2SC)cc1Cl	9	-2.5%
CC1=CC2=NC(=O)/C(=C\c3cccn3CCOc3ccc(C)c(C)c3)C(=N)N2O1	-5	-3.7%
Cc1ccccc1Nc1nc(N)nc(CSc2n[nH]c(N)n2)n1	7	·
CCn1cc([N+](=O)[O-])c(C(=O)N2N=C(c3ccc4ccccc4c3)CC2c2cc(Br)ccc2O)n1 (centres undefined)	·	2.5%
Cc1ccc(-c2nnn(CC(=O)N(Cc3ccco3)C(C(=O)NC3CCCC3)c3cccs3)n2)o1 (centres undefined)	·	-3.4%
Cc1ccc(NC2=C(Cl)C(=O)OC2OC(=O)c2ccco2)cc1 (centres undefined)	·	-3.0%
CCCCCCNc1cc2n(c(=O)n1)CCc1cc(OC)c(OC)cc1-2	8	-4.4%
CCCCNC(=O)c1cc2cc(OC)ccc2[nH]1	-10	-1.4%
O=C(NC1CCCc2ccccc21)C(Cc1ccccc1)NS(=O)(=O)c1cccs1 (centres undefined)	-8	8.1%
CN(C(=S)NC(=O)c1ccc(Br)o1)c1ccccc1	8	1.1%
COc1ccc2oc(=O)c(C(=O)NCc3ccc4c(c3)OCO4)cc2c1	·	-9.4%
COC(=O)C1C(=O)C2=C(CC1C)NC(=O)CC2c1ccccc1 (centres undefined)	-5	-1.1%
COc1cc(C(O)P(=O)(OCCC(C)C)c2ccc(N(C)C)cc2)cc(OC)c1OC (centres undefined)	10	3.6%
O=C(Nc1ccccn1)c1ccc(COc2ccccc2Cl)o1	·	-2.7%
CCCN(CCC)Cc1cc2ccccc2c2c1COC2	·	-1.1%
COc1ccc(CNC(=O)c2noc3c2CCCC3)cc1	·	-1.3%
O=C(Cn1nnc2ccccc2c1=O)N[C@H](C(=O)O)c1ccccc1	-4	-0.6%
COc1ccc2oc(C(=O)OCC(=O)NCCN3C(=O)CSC3=O)c(C)c2c1	8	1.4%
O=C1NC(c2cc3c(cc2Cl)OCO3)Oc2ccccc21 (centres undefined)	·	2.0%
Cn1c2c(c(=O)n(C)c1=O)CN(Cc1ccc(F)cc1)CN2	-16	1.0%
CCCc1nc2ccccc2n1CCOc1ccccc1	-3	2.0%
Cc1cccc(NC(=O)CN2C(=O)N/C(=C\c3ccc(-c4cccc(C(=O)O)c4)o3)C2=O)c1	1	12%
Cc1ccc(NC(=O)Cc2cc(C(=O)O)c3ccccc3n2)c(C)c1	·	2.0%
CC1=N/C(=C\c2ccc([N+](=O)[O-])cc2)C(=O)N1c1ccc(Br)c(C)c1	-3	4.5%
COc1ccc(NC(=O)/C=C/C(=O)O)cc1Cl	·	-3.6%
Cc1c(/C=N/NC(=O)C(C)(C)Oc2ccc(Cl)cc2)cnn1C	·	2.5%
CC(c1ccccn1)N(Cc1ccco1)C(=S)Nc1cccc(F)c1 (centres undefined)	·	-2.1%
CCOC(=O)c1c(NC(=O)CSc2nc3ccccc3o2)sc(C(C)=O)c1C	13	-1.0%
COC(=O)C1CC(O)CN1C(=O)Nc1cccc(C(F)(F)F)c1 (centres undefined)	·	3.2%
COc1ccccc1NC(=O)CSc1nnnn1C	11	2.3%
COc1cc2c(cc1OC)CN(C(=O)c1ccc(S(=O)(=O)N3CCCCC3)cc1)CC2	·	-5.2%
O=C(Cc1ccc2cccnc2c1)c1ccc(O)cc1O	·	-0.8%
CCCCn1cnc2c(cnn2-c2ccc(Cl)cc2)c1=O	·	1.4%
CN1CCC(=NNC(=O)c2cc(-c3ccc(Cl)cc3)n[nH]2)CC1	1	-3.5%

Six of the compounds above, as a markdown table.
| SMILES | Mtb RmlCD inh | GlmU inhibition |
| --- | --- | --- |
| COc1ccc(NC(=O)/C=C/C(=O)O)cc1Cl | · | -3.6% |
| Cc1c(/C=N/NC(=O)C(C)(C)Oc2ccc(Cl)cc2)cnn1C | · | 2.5% |
| CC(c1ccccn1)N(Cc1ccco1)C(=S)Nc1cccc(F)c1 (centres undefined) | · | -2.1% |
| CCOC(=O)c1c(NC(=O)CSc2nc3ccccc3o2)sc(C(C)=O)c1C | 13 | -1.0% |
| COC(=O)C1CC(O)CN1C(=O)Nc1cccc(C(F)(F)F)c1 (centres undefined) | · | 3.2% |
| COc1ccccc1NC(=O)CSc1nnnn1C | 11 | 2.3% |

Additional entries follow.
SMILES	Mtb RmlCD inh	GlmU inhibition
Cc1cc2ccccc2nc1SCC(=O)NC1CCCCC1	2	5.9%
CC(C)N1CCN(Cc2ccc(C#CCCO)cc2)CC1CCO (centres undefined)	-8	2.0%
CCCCOCCCNS(=O)(=O)c1ccccc1	·	-1.2%
CCS(=O)(=O)n1nc(-c2ccc(Cl)cc2)nc1SC	62	2.1%
OCC1(CCCc2ccccc2)CCN(C2CCSCC2)CC1	-7	-0.4%

Some of the compounds tested (hit frequency here may not be typical).
